# Screening results (PubChem BioAssay)
# Diaphorase inh: inhibits diaphorase or chemically oxidizes, flagging diaphorase assay artifacts; inhibition, % at 20 µM; actives 0.69% (n = 190,000); AID 1217; diaphorase resazurin-to-resorufin fluorescence, NADH, 16 min; bacterial (C. kluyveri) enzyme, not human;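 active means primary screen inhibition at 20 µM above a set limit, cut at about 50% in these data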;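 further: plate controls were DMSO with full reaction for no effect and wells lacking NADH for full effect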
#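 Assay system – diaphorase enzyme from Clostridium kluyveri · Amount – diaphorase 0.14 U/mL (working solution) · Times – reaction incubation of 16 min at room temperature · Controls – No-NADH positive control and DMSO neutral control · Signal – resorufin fluorescence 544/590 nm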
# G6PDH counter: inhibits Leuconostoc G6PDH, flagging false hits in G6PDH-based assays | Purified L. mesenteroides G6PDH, diaphorase/resazurin coupled fluorescence, 45 min | inhibition, % at 5 µM | actives 0.12% (n = 200,000) | AID 1020; in the data active means inhibition above about 50%
# S1P3 antagonist: antagonists of human S1P3 receptor; Q99500; CHO S1P3 NFAT-BLA reporter, FRET fluorescence, antagonist mode; inhibition, % at 4.98 µM; actives 0.27% (n = 170,000); AID 485;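 active means inhibition above the plate cutoff, the mean inhibition of test wells on that plate plus 3 SD, cut at about 28% in these data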;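 further: cells challenged with S1P at its EC80 of 0.8 µM; blue over green emission ratio from cleaved BLA substrate after 4 h stimulation; 0% = S1P-stimulated wells and 100% = unstimulated DMSO-only wells; some compounds past the cut are filed as inactive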
# PMI act satM6P: PMI (human) activation, high substrate. P34949. coupled PMI enzyme assay, resazurin fluorescence, 20 min; active compounds read high; 1 = untreated enzyme, 0 = substrate-free blank. activation factor at 20 µM. actives 0.34% (n = 190,000). AID 1216;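 active means activation factor of 2 or more at 20 µM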
# Target sequence (P34949 whole entry, looked up): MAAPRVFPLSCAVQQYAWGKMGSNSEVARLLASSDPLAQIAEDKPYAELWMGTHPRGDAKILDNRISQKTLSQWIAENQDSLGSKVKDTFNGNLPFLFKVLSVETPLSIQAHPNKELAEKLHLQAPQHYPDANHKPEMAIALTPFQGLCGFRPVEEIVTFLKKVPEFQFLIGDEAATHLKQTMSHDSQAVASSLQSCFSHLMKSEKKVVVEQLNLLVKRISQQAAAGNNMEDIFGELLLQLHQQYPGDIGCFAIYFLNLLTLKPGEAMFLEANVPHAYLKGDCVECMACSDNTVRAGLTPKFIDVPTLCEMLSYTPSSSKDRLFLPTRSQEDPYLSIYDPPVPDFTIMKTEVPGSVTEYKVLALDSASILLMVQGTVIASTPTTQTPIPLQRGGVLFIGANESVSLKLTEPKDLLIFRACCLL
#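 Material: human phosphomannose isomerase with PGI, G6PDH, diaphorase coupling enzymes. Quantity: 15 ng/mL PMI. Medium: HEPES pH 7.4 buffer with MgCl2 and Tween-20. Reagent: Near-saturating mannose-6-phosphate, 1.0 mM. Compound: 20 µM single dose. Times: enzyme reaction with compound 20 min at room temperature. Detection: resorufin fluorescence at Ex 544/Em 590 nm.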
# PPARg SRC-1 ag: PPARgamma-driven SRC-1 recruitment agonism; P37231; activation, % at 8 µM; AID 631; actives 0.41% (n = 200,000); PPARgamma-SRC-1 coactivator recruitment biochemical assay; in the data active means activation above about 19%;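 further: 0% = DMSO and 100% = reference agonist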
# Target sequence (P37231 whole entry, looked up): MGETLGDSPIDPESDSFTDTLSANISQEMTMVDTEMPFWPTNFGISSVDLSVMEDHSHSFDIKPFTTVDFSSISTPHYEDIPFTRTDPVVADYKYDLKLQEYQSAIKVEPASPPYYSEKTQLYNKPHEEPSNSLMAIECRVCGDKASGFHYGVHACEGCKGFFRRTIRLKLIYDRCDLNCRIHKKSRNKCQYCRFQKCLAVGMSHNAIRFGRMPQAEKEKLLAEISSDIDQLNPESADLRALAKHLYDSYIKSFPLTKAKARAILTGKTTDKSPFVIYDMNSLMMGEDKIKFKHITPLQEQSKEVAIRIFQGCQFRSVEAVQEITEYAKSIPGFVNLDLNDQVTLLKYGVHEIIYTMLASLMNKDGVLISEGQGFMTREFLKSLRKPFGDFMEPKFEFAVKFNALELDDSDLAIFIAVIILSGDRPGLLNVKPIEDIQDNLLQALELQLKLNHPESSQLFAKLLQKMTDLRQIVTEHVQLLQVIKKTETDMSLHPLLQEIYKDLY
# Diaph act CS: activates diaphorase or chemically reduces, flagging diaphorase assay artifacts. Diaphorase/resazurin coupled assay, resorufin fluorescence, 16 min; active compounds read high; 1 = vehicle wells, 0 = NADH-free wells. activation factor at 20 µM. actives 0.005% (n = 190,000). AID 1229;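 active means diaphorase activity raised at least twofold by the compound at 20 µM; inactive means activation factor below 2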
#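 Measured by – red resorufin fluorescence at 544/590 nm excitation/emission · Test system – Clostridium kluyveri diaphorase, purified enzyme · Incubation – reaction time 16 min, room temperature · Buffer or medium – 50 mM HEPES pH 7.4 with 4.542 mM MgCl2, 0.005% Tween 20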
# PPARg SRC-3 ag: promotes SRC-3 coactivator recruitment by human PPARgamma; biochemical PPARgamma/SRC-3 coactivator recruitment assay; activation, % at 8 µM; actives 0.26% (n = 200,000); AID 731; in the data active means activation above about 23%;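 further: 0% = DMSO and 100% = reference agonist; some compounds past the cut are filed as inactive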
# PPARg SRC-2 ag: PPARgamma-driven SRC-2 recruitment agonism; P37231; PPARgamma LBD-SRC-2 recruitment, biochemical; activation, % at 8 µM; actives 0.34% (n = 200,000); AID 1032; in the data active means activation above about 22%;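 further: 0% = vehicle and 100% = reference agonist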
# SRC2 TRFRET art: counter-screen for PPARgamma SRC-2 recruitment agonists: TR-FRET artefact; active compounds read high; TR-FRET ratio at 8 µM; actives 0.4% (n = 200,000); AID 1049; in the data active means TR-FRET ratio above about 2000; further: inactives centre near 1500
# PMI act: activators of human phosphomannose isomerase. purified human PMI, coupled resazurin fluorescence, 20 min; active compounds read high; 1 = vehicle control, 0 substrate-free wells. P34949. actives 0.005% (n = 190,000). activation factor at 20 µM;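 active means activation factor of 2 or more at 20 µM, relative to plate controls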
# ROMK mod: human ROMK K+ channel modulation, primary screen. P48048. actives 2% (n = 130,000). Tet-inducible ROMK, thallium flux fluorescence; actives lie on both sides. B-score at 10 µM;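 active means signal ratio slope over the read window, or its plate-corrected B-score, at least 3 SD from the plate mean, either direction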;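 further: B-score of the F/F0 ratio slope over 7 to 12 s after thallium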
# * marks the source's active call; other numbers are inactive results; . = no result given.
SMILES,Diaphorase inh,G6PDH counter,S1P3 antagonist,PMI act satM6P,PPARg SRC-1 ag,Diaph act CS,PPARg SRC-3 ag,PPARg SRC-2 ag,SRC2 TRFRET art,PMI act,ROMK mod
CCn1c(C(=O)N2CCCC(C(=O)NCCCc3ccccc3)C2)cc2sccc21 (stereo not given),-4,7,-16,1.1,-10,1,11,7,1584,1.1,.
Cc1ccc2nc(-c3ccc(NC(=O)COC(=O)c4ccc(=O)[nH]c4)cc3)sc2c1,-6,13,5,1.2,7,1.1,0,1,1631,1.2,.
COc1ccc(NC(=O)c2coc3ccccc23)cc1OC,19,3,21,0.9,0,0.8,-8,5,1594,1,0.059
Cc1cc(-c2ccccc2)nc(N(C)NC(=O)C2CC2)c1S(C)(=O)=O,-1,-5,1,1,2,1,1,-3,1787,1,-0.17
O=C(NC(=S)Nc1cc(S(=O)(=O)N2CCOCC2)ccc1N1CCOCC1)c1ccco1,13,1,-15,1,5,0.9,3,5,1849,1,0.13
CCOc1ccc(CN(C)CC(=O)Nc2ccc(N3CCOCC3)cc2)cc1OC,11,2,3,0.9,4,0.9,3,-1,1633,0.9,1.2
COc1ccc(-c2csc(Cc3nnc(N4CCOCC4)n3-c3ccccc3)n2)cc1OC,12,1,.,1.4,-2,0.9,-9,-4,1420,1.2,0.29
Cc1occc1C(=O)NCc1ccco1,20,2,-11,1,-3,0.8,9,9,1573,1.1,.
O=C(C[n+]1cc(-c2ccc(F)cc2)n2c1CCC2)N1c2ccccc2Sc2ccccc21,18,3,-13,1,-3,0.8,-3,-6,1467,1,-0.77
CC12CCC(C)(c3nc4ccccc4nc31)C2(C)C,40,7,-9,1,4,0.6,2,8,1862,1,0.44
COC(=O)Cc1csc(/N=C/c2c(O)n(-c3cccc(C(F)(F)F)c3)c(=O)c3ccccc23)n1,-9,1,-14,1.2,7,1.1,7,5,1730,1.3,-1.8
CC(=O)c1sc(NC(=O)c2ccccc2)nc1-c1ccccc1,-3,1,-1,1,1,1,2,6,1606,1,0.55
CCN(CC)C(CNS(=O)(=O)c1ccc(Cl)cc1)c1ccccc1 (stereo not given),6,10,-2,0.9,4,0.9,3,9,1407,0.9,-1.4
CCn1cc(C(=O)NCCOC)c(=O)c2ccc(C)nc21,7,4,-32,0.9,-6,0.9,-1,2,1455,0.8,.
COc1cccc(OC)c1C(=O)NC(=S)Nc1ccc2c(c1)C(=O)N(C)C2=O,16,18,-15,1,4,0.8,-4,-5,1561,0.9,-1.8
COc1cccc(NC(=S)N(CCCN2CCOCC2)C(C)c2cc3ccccc3o2)c1 (stereo not given),0,1,5,1.1,-9,1,3,0,1606,1.1,-0.75
O=C(Nc1ccc(F)cc1)Nc1ccc(Cl)cn1,0,3,26,1,14,1,14,14,1751,0.9,.
Cc1ccc(C)c(S(=O)(=O)N/N=C/c2cccnc2)c1,13,3,-9,1.3,-2,0.9,2,2,1593,1.5,.
Cc1ccc(C(O)(C(=O)NNS(=O)(=O)c2ccc(C)cc2)c2ccc(C)cc2)cc1,19,7,18,0.9,-2,0.8,0,-3,1777,0.9,.
CC1(C)CC(=O)c2sc(NC(=O)C3COc4ccccc4O3)nc2C1 (stereo not given),13,-1,.,0.9,8,0.9,3,0,1776,0.8,.
Cc1cc(C)cc(NC(=O)C2CCCN(c3nc(C)cc(C)n3)C2)c1 (stereo not given),3,-2,-27,1,2,1,-4,4,1519,0.9,.
Cc1oc2c(CN3CCOCC3)c(O)ccc2c(=O)c1-c1ccccc1,-9,6,-37,1.1,6,1.1,11,0,1577,1.1,0.36
O=C(Cn1c(-c2cscn2)nc2ccccc21)Nc1ccc2ccccc2c1,13,0,.,0.9,4,0.9,-8,15,1637,1,.
COc1ccccc1NC(=O)c1ccc(NS(=O)(=O)c2ccc(F)c(F)c2F)cc1,-6,12,-4,1.2,-3,1.1,0,4,1782,1.2,-0.85
Cc1noc2ncnc(Sc3ccccc3Cl)c12,-5,-1,.,1.1,-1,1.1,2,7,1655,1.1,-2.1
COc1cccc(C2CC(=O)N3CN(c4cccc(Cl)c4C)CSC3=C2C#N)c1OC (stereo not given),51*,8,-19,1,9,0.5,-2,-2,1487,0.6,.
CCN(CC)C(=O)C(=O)N/N=C/c1ccc(F)cc1,2,9,-14,1,2,1,1,-9,1396,1,0.29
CCOc1ccccc1CN1CCN(Cc2ccc(C)o2)C(CCO)C1 (stereo not given),19,8,-1,1,1,0.8,-5,5,1589,0.9,0.35
CCN(CC)C(=O)CN(C#N)c1nc(Cl)nc(N(C)C)n1,19,12,-16,0.9,6,0.8,6,6,1700,1,.
COc1ccccc1-n1c(C)nc2cc(C(=O)NCCN3CCOCC3)ccc21,5,4,-1,1,4,1,4,-5,1793,1,1.2
Cc1ccc(NC(=S)NC(=O)c2ccc(Br)o2)c(C)c1,-10,7,17,1,-2,1.1,10,13,1733,1,1.3
CC(C)(C)NC(=O)c1cccc(NC(=O)Cc2cccs2)c1,16,11,9,1,8,0.8,4,0,1654,1,-0.11
CC(C)Cn1c(=O)c2c(nc3n2CCCN3CCc2ccccc2)n(C)c1=O,12,6,-35,1,4,0.9,13,8,1793,1,-1.5
CC(C)(C)NC(=O)c1nc2nc(-c3ccccc3)cc(C(F)(F)F)n2n1,4,0,3,1,4,1,7,-2,1539,1,-0.26
Cc1cccc(N2CN(Cc3ccco3)CNC2=S)c1C,9,-10,14,1,-5,0.9,1,3,1582,1,.
CC1=C(C(=O)Nc2ccccc2)C(c2ccc(C(C)C)cc2)N2C(=O)CSC2=N1 (stereo not given),16,5,.,0.9,2,0.8,-2,3,1467,0.9,-0.72
CC(C)CNC(=S)NC(=O)c1ccc(Cl)cc1,25,5,-9,0.9,-2,0.7,-2,-7,1568,0.9,0.97
Cc1nn(CC(=O)NC2C(=O)N3C(C(=O)O)=C(CSc4nnnn4C)CSC23)cc1Br (stereo not given),8,9,10,1.1,-4,0.9,-2,4,1551,1.1,-0.17
Brc1cccc(-c2nnc3sc(CN4CCC5(CC4)OCCO5)cn23)c1,7,2,1,1,-2,0.9,0,-3,1722,0,1.2
O=C(CCc1nc2ccccc2c(=O)[nH]1)Nc1ccc(F)cc1,16,-5,-14,0.9,-2,0.8,0,2,1586,1,-0.15
Cc1cc(C(=O)CN2C(=O)c3cccc(N)c3C2=O)c(C)n1Cc1cccs1,15,2,.,1,2,0.8,1,-3,1542,0.9,-0.082
CN1CCC(=NNC(=O)C(=O)NCc2ccccc2)CC1,13,-10,.,1,5,0.9,3,2,1446,0.9,.
Cc1noc(C)c1C(=O)Nc1ccc(F)cc1F,13,0,.,1,-2,0.9,1,1,1503,1,-0.44
CCCS(=O)(=O)c1c(S(=O)(=O)CCC)c2ccc(C(N)=O)cn2c1C(=O)c1ccc(F)cc1,21,12,5,0.9,6,0.8,1,-1,1692,0.9,0.27
C=CCn1c(SCC(=O)NC(=O)NC2CCCC2)nnc1C1CCCCC1,7,2,.,0.9,2,0.9,4,-3,1469,1,.
Clc1cccc(-c2ccc(/C=N/n3cnnc3)o2)c1,-16,8,8,1.1,-4,1.2,-2,-2,1491,1.1,.
NC(=O)COC(=O)c1ccc(Cl)c(S(=O)(=O)N2CCCCCC2)c1,18,2,2,1,14,0.8,0,3,1581,1,0.19
COc1cccc(C2CC(c3ccc(Br)cc3)=NN2C(=O)c2ccncc2)c1OC (stereo not given),19,4,-8,1,-9,0.8,1,2,1407,1,0.87
O=C(NCc1nc2ccccc2[nH]1)C1=C[C@H](C2CCCCC2)C[C@H](OCc2ccc(CO)cc2)O1,29,9,5,0.9,6,0.7,9,8,1595,0.8,.
COCCn1c(CN2CCC(Cc3ccccc3)CC2)nc2c1c(=O)n(C)c(=O)n2C,18,-22,-8,0.9,7,0.8,3,12,1565,1,.

# Remaining list, next part:
SMILES,Diaphorase inh,G6PDH counter,S1P3 antagonist,PMI act satM6P,PPARg SRC-1 ag,Diaph act CS,PPARg SRC-3 ag,PPARg SRC-2 ag,SRC2 TRFRET art,PMI act,ROMK mod
FC(F)(F)c1ccc(Oc2ccc3ccccc3c2Br)nc1,5,-3,-30,0.9,8,1,-2,8,1557,0.9,.
CC1(C)C(N(O)C(=O)Nc2ccccc2)N(c2cccc(Cl)c2)C(=O)N1O (stereo not given),11,3,1,1,10,0.9,3,9,1765,1,0.12
C=CCc1ccc(OCCCCOc2ccc(C(=O)O)cc2)c(OC)c1,4,4,-12,1.1,3,1,2,3,1333,1,-0.015
O=C(NNc1nc2ccccc2s1)C1CC1,25,-1,.,0.9,-4,0.7,-1,2,1374,0.9,0.036
COC(=O)NNC(=O)c1cccc(C)c1,6,8,.,1,-3,0.9,15,1,1523,1,0.5
CCOC(=O)N1CCN(c2nc(C)c3c(n2)CCCC3=O)CC1,9,17,-5,0.9,-4,0.9,-8,-1,1368,0.9,1.2
COc1ccc(C(O)(C(=O)NNc2ccc(C)cc2)c2cccs2)cc1 (stereo not given),19,5,.,0.9,-3,0.8,-11,-5,1415,0.8,0.37
C=CCn1c(SCc2ccc(C#N)cc2)nnc1-c1ccccc1,5,0,.,1,-2,0.9,11,2,1332,1,.
CCC(=O)N1CC2(CC(c3cccc([N+](=O)[O-])c3)=NO2)C[C@H]1C(=O)NCC(N)=O (stereo not given in full),8,-3,.,1,-1,0.9,2,1,1394,1.1,-0.69
Cc1cccc(OCc2nc(C#N)c(NCc3ccc4c(c3)OCO4)o2)c1,15,12,.,1,-8,0.9,-5,2,1442,0.9,-0.68
Cc1ccc(C)c(-n2nnnc2SCC(=O)Nc2c(C)n(C)n(-c3ccccc3)c2=O)c1,12,-2,.,0.9,2,0.9,-15,-1,1280,1.1,-0.16

# A different layout for part of the listing above:
> COC(=O)NNC(=O)c1cccc(C)c1
  Diaphorase inh: 6
  G6PDH counter: 8
  S1P3 antagonist: .
  PMI act satM6P: 1
  PPARg SRC-1 ag: -3
  Diaph act CS: 0.9
  PPARg SRC-3 ag: 15
  PPARg SRC-2 ag: 1
  SRC2 TRFRET art: 1523
  PMI act: 1
  ROMK mod: 0.5
> FC(F)(F)c1ccc(Oc2ccc3ccccc3c2Br)nc1
  Diaphorase inh: 5
  G6PDH counter: -3
  S1P3 antagonist: -30
  PMI act satM6P: 0.9
  PPARg SRC-1 ag: 8
  Diaph act CS: 1
  PPARg SRC-3 ag: -2
  PPARg SRC-2 ag: 8
  SRC2 TRFRET art: 1557
  PMI act: 0.9
  ROMK mod: .
